# Bfl-1 Bim block: inhibitors of Bim binding to Bfl-1, primary screen, biochemical, multiplexed, bead-based flow cytometry. Bcl-2-related protein A1 (Homo sapiens), Q16548. Bim-Bfl-1 binding inhibition. inhibition, % at 10 µM. 190,000 compounds, 0.12% hits;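 note: 0% = wells without compound plus tracer and 100% = blocker peptide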
# Bcl-W Bim block: inhibitors of Bim binding to Bcl-W, primary screen, biochemical, multiplexed, bead-based flow cytometry | Bcl-2-like protein 2 (Homo sapiens), Q92843 | Bim peptide-Bcl-W binding | inhibition, % at 10 µM | 190,000 compounds, 0.02% hits | AID 952, 2007;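 note: 0% = bound tracer without compound and 100% = peptide blocker; higher means less fluorescent Bim peptide bound to Bcl-W beads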
# Target sequence (Q92843 whole entry, looked up): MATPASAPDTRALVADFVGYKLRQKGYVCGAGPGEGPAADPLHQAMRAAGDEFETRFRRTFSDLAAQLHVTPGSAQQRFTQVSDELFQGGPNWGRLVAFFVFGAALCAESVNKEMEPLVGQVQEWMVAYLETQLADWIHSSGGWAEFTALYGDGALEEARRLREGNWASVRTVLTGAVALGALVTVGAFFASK
# RGS4-Gao reg: modulators of RGS4 binding to Galphao, primary screen, biochemical, multiplexed bead flow cytometry. actives lie on both sides. binding response (% of control), % at 10 µM. 220,000 compounds, 0.33% hits. AID 1415, 2008; in the data active = binding response below about 49% or above about 150%; inactive = in between;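 note: fluorescent Galphao activated with aluminum fluoride binding bead-coupled RGS4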
# Target sequence (P09471 whole entry, looked up): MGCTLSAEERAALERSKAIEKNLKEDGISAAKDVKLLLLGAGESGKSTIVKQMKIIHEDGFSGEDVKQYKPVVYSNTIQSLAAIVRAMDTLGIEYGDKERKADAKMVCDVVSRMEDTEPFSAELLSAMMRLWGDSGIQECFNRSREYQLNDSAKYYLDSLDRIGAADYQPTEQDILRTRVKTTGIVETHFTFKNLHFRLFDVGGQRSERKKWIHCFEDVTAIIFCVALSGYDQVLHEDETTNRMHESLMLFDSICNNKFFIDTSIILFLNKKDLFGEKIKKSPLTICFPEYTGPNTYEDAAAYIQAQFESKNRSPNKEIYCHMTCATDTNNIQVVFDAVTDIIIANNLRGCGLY
# RGS7-Gao: RGS7-Galphao binding modulators, primary screen, biochemical, multiplexed bead flow cytometry; Guanine nucleotide-binding protein G(o) subunit alpha (Homo sapiens), P09471; actives lie on both sides; binding response (% of control), % at 10 µM; 220,000 compounds, 0.35% hits; AID 1439, 2008; in the data active = binding response below about 49% or above about 150%; inconclusive = no clear call, values can overlap the other calls; inactive = in between;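 note: fluorescent Galphao held in activated GDP-AlF4 state binding bead-coupled RGS7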
# Bcl-B Bim block: inhibitors of Bim-Bcl-B binding, primary screen, biochemical, multiplexed, human Bcl-2 family | Bcl-2-like protein 10 (Homo sapiens), Q9HD36 | bead-based flow cytometry, Bim peptide-Bcl-B binding | inhibition, % at 10 µM | 190,000 compounds, 0.073% hits;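 note: 0% = tracer peptide without compound and 100% = reference inhibitor peptide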
# Target sequence (Q9HD36 whole entry, looked up): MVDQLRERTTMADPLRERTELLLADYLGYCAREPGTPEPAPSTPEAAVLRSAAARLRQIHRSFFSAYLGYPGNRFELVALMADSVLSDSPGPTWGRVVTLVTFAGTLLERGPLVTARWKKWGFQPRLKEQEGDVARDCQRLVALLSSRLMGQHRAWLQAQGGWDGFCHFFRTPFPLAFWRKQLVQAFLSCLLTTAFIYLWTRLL
# GSH bead fluor: compound fluorescence on glutathione beads, profiling panel, artefact control, biophysical, 488/530 nm, flow cytometry. GSH beads flow cytometry, compound fluorescence 488/530 nm; active compounds read high. fluorescence (KMESF) at 10 µM. 190,000 compounds, 0.25% hits. AID 1776, 2009; in the data active = fluorescence above about 89;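 note: glutathione beads carrying GST-tagged Bcl family fusion proteins plus one bare bead set; values are compound well signal with DMSO vehicle wells as background; inactives centre near 16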
# ABCB1 block: ABCB1 efflux pump inhibitors, primary screen, cell-based, multiplex, flow cytometry, ABCG2 counter-screen; ATP-dependent translocase ABCB1 (Homo sapiens), P08183; CCRF-Adr cells, JC-1 efflux; inhibition, % at 6.6 µM; 190,000 compounds, 0.067% hits; AID 1326, 2008; in the data active = inhibition above about 40%;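 note: 0% = vehicle and 100% = reference inhibitor; higher value means more JC-1 retained so stronger ABCB1 efflux block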
# Bim-Bcl-XL: inhibitors of Bim-Bcl-XL binding, primary screen, biochemical, multiplexed, bead flow cytometry, human Bcl-XL; Bim peptide-Bcl-XL binding, fluorescence; inhibition, % at 10 µM; 190,000 compounds, 0.04% hits; AID 1007, 2008
# Avidin fluor: green autofluorescence of compounds with avidin beads – biophysical, 488/530 nm, flow cytometry, artefact control, profiling panel; 220,000 compounds, 0.38% hits; fluorescence (KMESF) at 10 µM; compound fluorescence 488/530 nm; active compounds read high; in the data active = fluorescence above about 47; note: inactives centre near 10
# ABCG2 block: ABCG2 efflux pump inhibitors, primary screen, multiplex with ABCB1, IgMXP3 cells, flow cytometry | Broad substrate specificity ATP-binding cassette transporter ABCG2 (Homo sapiens), Q9UNQ0 | JC-1 efflux | inhibition, % at 6.6 µM | 190,000 compounds, 0.1% hits;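 active = inhibition above 80%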;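 note: 0% = DMSO and 100% = nicardipine control wells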
#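 System: two drug-resistant human cell lines, ABCG2 and ABCB1; controls: nicardipine high and DMSO low controls; times: 10 min exposure at 25 °C with rotation, no wash; detection: flow cytometry of retained JC-1 fluorescence; read-out basis: percent efflux inhibition, scaled nicardipine 100% to DMSO 0%; doses: one concentration, 6.6 µM final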
# Bim-Bcl-2: inhibitors of Bim-Bcl-2 binding, primary screen, biochemical, multiplexed, human Bcl-2 family; Apoptosis regulator Bcl-2 (Homo sapiens), P10415; Bead-based flow cytometry, Bim peptide-Bcl-2 binding; inhibition, % at 10 µM; 190,000 compounds, 0.06% hits; AID 950, 2007; in the data active = inhibition above about 40%; inconclusive = no clear call, values can overlap the other calls;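 note: 0% = no compound wells with probe peptide and 100% = reference peptide inhibitor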
# Target sequence (P10415 whole entry, looked up): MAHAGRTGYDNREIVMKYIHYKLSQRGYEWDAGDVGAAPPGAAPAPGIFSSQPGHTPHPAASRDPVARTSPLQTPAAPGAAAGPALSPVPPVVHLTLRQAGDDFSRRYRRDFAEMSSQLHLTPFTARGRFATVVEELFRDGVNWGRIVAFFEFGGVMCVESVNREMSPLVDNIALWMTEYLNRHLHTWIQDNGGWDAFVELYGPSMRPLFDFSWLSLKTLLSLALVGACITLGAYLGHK
# * = called active by the depositor; ? = inconclusive; / = not tested or not shown. Cut-off read from the data, not from the text of the source, unless noted: active = inhibition above about 40%.
SMILES,Bfl-1 Bim block,Bcl-W Bim block,RGS4-Gao reg,RGS7-Gao,Bcl-B Bim block,GSH bead fluor,ABCB1 block,Bim-Bcl-XL,Avidin fluor,ABCG2 block,Bim-Bcl-2
Cc1cc(N2CCOCC2)c2c(N)cc(C)c(C)c2n1,-1,0,100,99,0,23,0.7,-3,15,9,0
O=C(NCc1ccco1)c1cc(-c2ccc(F)cc2)on1,-4,-5,98,99,-3,24,0.9,-5,22,34,-3
COc1cc(NC(=O)c2ccco2)ccc1NC(=O)c1ccccc1Cl,-8,0,103,99,-9,23,0.6,-5,16,5,-11
C=CCNc1oc(/C=C/c2ccccc2)nc1C#N,-2,0,96,97,0,27,0.1,0,6,2,0
O=C(/N=C1/c2ccccc2CN1c1ccccc1)Nc1ccccc1,-9,-4,100,102,-6,17,-0.4,-5,16,-1,-6
COc1ccc(C(=O)Cn2nc(CNc3ccc(Br)cc3)[n+]3c2CCCCC3)cc1,-6,0,104,104,-8,24,-0.3,-1,9,0,-4
O=C(NCc1ccco1)C1CCC(N2C(=O)C3C4CCC(C4)C3C2=O)CC1 (stereo not given),-6,0,99,96,-3,10,0.1,0,20,0,0
COC(=O)c1c(NC(=O)C2CC2)sc(C(=O)Nc2ccccc2)c1C,-1,-3,104,?,-2,12,1.9,-4,8,15,-2
Cc1ccc2[nH]c(C)cc(=S)c2c1,0,-3,98,106,-44,21,-0.1,-6,5,4,-1
CC(C)(C)C1CCc2c(sc(NC(=O)C3CCCO3)c2C(N)=O)C1 (stereo not given),-1,0,98,99,-3,16,1.1,-3,11,5,3
NS(=O)(=O)c1ccc(CNC(=O)CCC2CCCCC2)cc1,-13,0,103,105,-5,31,0.2,7,6,0,-8
O=C(CSc1ncnc2nc[nH]c12)Nc1ccccc1C(F)(F)F,-12,2,100,102,-7,43,0.4,-5,6,3,-7
Cn1c(COc2ccccc2)nnc1SCCC(=O)Nc1ccccc1,-4,-2,101,106,-3,30,0.9,-5,13,16,0
CC(NC(=O)Cc1cccs1)c1ccncc1 (stereo not given),3,0,97,99,1,38,-0.4,-16,10,-2,4
Brc1ccc(C2=CC(c3cccs3)n3ncnc3N2)cc1 (stereo not given),3,2,96,94,0,16,0.8,-3,13,4,3
Cc1cc(C)nc(CCNC(=O)c2cc(COc3ccc(F)cc3F)on2)n1,-5,-2,104,100,-9,12,0.6,-2,3,11,-5
CCCCN(CC)C(=O)CN1C(=O)c2ccccc2C1=O,0,0,99,97,-2,14,0.6,-1,33,2,-3
O=C(C1CCC1)N1CCc2cc(S(=O)(=O)NCCN3CCN(c4ccccc4F)CC3)ccc21,-11,0,100,96,-10,13,4.2,-5,11,7,-9
Nc1nnc(-c2ccccc2)s1,-1,0,100,100,-1,55,0.1,-2,7,1,1
O=C(c1ccco1)N1CCN(C(c2ccc(Cl)cc2)c2nnnn2Cc2ccccc2)CC1 (stereo not given),-3,-3,100,101,-4,19,0.0,-3,20,0,15

# Arranged by SMILES length (ascending): part of the list above.
SMILES,Bfl-1 Bim block,Bcl-W Bim block,RGS4-Gao reg,RGS7-Gao,Bcl-B Bim block,GSH bead fluor,ABCB1 block,Bim-Bcl-XL,Avidin fluor,ABCG2 block,Bim-Bcl-2
CC(NC(=O)Cc1cccs1)c1ccncc1 (stereo not given),3,0,97,99,1,38,-0.4,-16,10,-2,4
Cc1cc(N2CCOCC2)c2c(N)cc(C)c(C)c2n1,-1,0,100,99,0,23,0.7,-3,15,9,0
NS(=O)(=O)c1ccc(CNC(=O)CCC2CCCCC2)cc1,-13,0,103,105,-5,31,0.2,7,6,0,-8
Cc1cc(C)nc(CCNC(=O)c2cc(COc3ccc(F)cc3F)on2)n1,-5,-2,104,100,-9,12,0.6,-2,3,11,-5
COc1ccc(C(=O)Cn2nc(CNc3ccc(Br)cc3)[n+]3c2CCCCC3)cc1,-6,0,104,104,-8,24,-0.3,-1,9,0,-4

# Next results follow.
SMILES,Bfl-1 Bim block,Bcl-W Bim block,RGS4-Gao reg,RGS7-Gao,Bcl-B Bim block,GSH bead fluor,ABCB1 block,Bim-Bcl-XL,Avidin fluor,ABCG2 block,Bim-Bcl-2
Cc1nnc(NC(=O)CSc2nnc(CNC(=O)C34CC5CC(CC(C5)C3)C4)n2C2CCCCC2)s1,-11,0,105,101,-5,19,-2.0,-3,8,-3,-10
Cc1cccc(C(=O)N2CCc3ccccc3C2)c1[N+](=O)[O-],-3,-2,101,101,-6,17,-1.9,-4,13,1,-2
CC[C@H](C)[C@@H](NC(=O)O[C@@H]1C(=O)c2cc(OC)ccc2O[C@H]1c1ccc(OC)c(Br)c1)C(=O)OC,0,-1,99,100,-6,17,2.2,0,12,19,2
CCn1cc(CNC(=O)c2cc([N+](=O)[O-])c(C)c([N+](=O)[O-])c2)cn1,-3,-5,104,108,-7,12,/,-12,6,5,-2
CCn1ccnc1CN1CCC(CO)(CCOc2ccccc2)CC1,-6,0,98,105,-1,10,-0.8,-3,3,-3,-3
COCCCNCCOc1ccccc1-c1ccccc1,1,-1,99,97,-1,11,/,0,7,/,4
O=C(Nc1ccc(CN2CCCCC2)cc1)c1ccc2c(c1)OCO2,-14,-2,103,107,-9,32,0.1,-4,20,2,-17
CC(=O)c1c(C)[nH]c(C(=O)NCc2ccccn2)c1C,-8,3,101,101,-4,40,-0.1,6,15,7,-4
COc1ccc(NC(=O)CCC(=O)N/N=C/c2ccc([N+](=O)[O-])s2)cc1,-2,-2,97,96,-5,10,0.2,-7,4,29,3
O=C(NCc1cccnc1)C1CCN(c2ccc(S(=O)(=O)N3CCOCC3)cc2Cl)CC1,-8,-5,103,94,-9,14,-0.1,-5,11,0,-4
Cc1ccsc1/C=N/NC(=O)c1cccc(S(=O)(=O)Nc2ccccc2Cl)c1,-2,1,106,104,-2,10,0.0,-4,12,4,-3
CSc1nsc(SC)c1NC(=O)Nc1ccccc1C,0,2,103,96,-2,11,0.3,0,13,2,1
COc1ccc(C(=O)NCCc2c[nH]c3ccccc23)cc1S(=O)(=O)N1CCOCC1,-15,-3,102,100,-4,19,-0.4,-4,31,13,-8
CC(=O)NCCSC(=O)c1ccc(F)cc1,0,0,106,108,-2,10,0.3,-5,14,1,-2
COc1cc(OC)cc(C(=O)NCC(=O)OCc2nc3ccccc3s2)c1,-3,0,94,?,0,12,0.4,1,8,4,-3
O=C(O)c1ccc(NS(=O)(=O)c2cc(Cl)ccc2Cl)cc1,0,0,99,97,0,26,-0.3,-1,22,-6,-3
CSc1ccccc1NC(=O)c1ccc(Br)o1,-2,-2,102,98,-1,15,0.2,0,39,1,0
O=C(COc1ccc(Cl)cc1Cl)NCc1ccncc1,-2,0,101,103,-2,19,0.3,0,40,1,-3
O=C(Nc1cc(F)cc(F)c1)c1sc(Cl)nc1-c1ccccc1,-8,-5,98,98,-15,16,-0.6,-8,14,-1,-13
Cc1cc(NC(=O)CSc2nc3cc(Cl)ccc3c(=O)n2CC(C)C)no1,-4,1,104,99,-3,13,0.2,-1,11,1,-1

# 3 entries out of the list above, arranged by their value in RGS4-Gao reg, low to high:
compound	RGS4-Gao reg
O=C(CSc1ncnc2nc[nH]c12)Nc1ccccc1C(F)(F)F	100
NS(=O)(=O)c1ccc(CNC(=O)CCC2CCCCC2)cc1	103
Cc1cc(C)nc(CCNC(=O)c2cc(COc3ccc(F)cc3F)on2)n1	104

# (list continues)
SMILES,Bfl-1 Bim block,Bcl-W Bim block,RGS4-Gao reg,RGS7-Gao,Bcl-B Bim block,GSH bead fluor,ABCB1 block,Bim-Bcl-XL,Avidin fluor,ABCG2 block,Bim-Bcl-2
O=c1c2cccc3c2c(nn1CN1CCOCC1)-c1ccccc1-3,-3,3,101,101,4,37,0.0,4,34,1,-2
O=C1c2cccc3cccc(c23)C(=O)N1c1ccncc1,-5,-5,89,94,-8,26,3.3,-6,4,19,-3
COc1ccc(NC(=O)CSc2nnnn2C)c([N+](=O)[O-])c1,-3,-1,105,101,-1,14,0.6,-2,12,3,1
CC(C)(C)NC(=O)COC(=O)c1snc(C(=O)NC2CCCCC2)c1N,-12,-2,103,101,-3,4,0.5,-4,6,5,-6
COc1ccc(CCNCc2ccc(OCc3ccc(Cl)nc3)c(OC)c2)cc1OC,2,1,101,100,2,22,1.1,0,10,1,2
Cc1nc2cc(NC(=O)N3CCCCC3)ccc2n1C,-1,-1,100,101,0,14,0.8,-3,5,7,4
OCCC1CN(Cc2nc3ccccc3[nH]2)CCN1C1CCCC1 (stereo not given),-3,-2,100,101,-2,12,0.7,-3,13,2,0
O=C(Cc1ccc(-c2ccccc2)cc1)NCc1cccnc1,3,5,99,100,-1,9,0.3,0,6,0,0
CC1(C)CC(NS(=O)(=O)c2ccccc2)CC(C)(C)N1,-7,-2,102,103,-5,13,0.0,-7,7,0,-5
Cc1ccc(NC(=S)N2CCN(Cc3ccccc3)CC2)c(C)c1,0,-4,100,103,-5,7,0.5,-4,2,0,-1
COc1cccc2cc(C(=O)Nc3ccc(F)cc3)c(=Nc3ccc(C(=O)O)cc3)oc12,-8,-3,104,102,-8,14,0.0,-1,6,19,-9
COc1cccc(-c2noc(-c3cccs3)n2)c1,-10,-1,102,104,-9,20,3.8,-4,16,6,-7
Cc1ccc(N/C=C/C(=O)c2sc(-c3ccccc3)nc2C)cc1,-4,0,99,91,-4,21,-1.6,-2,20,-10,-1
O=C1CCCC(=O)C1=C1SCCS1,-11,-2,97,91,-14,18,-0.5,-9,7,-4,-24
Cc1nnc(SCc2c(Cl)cccc2Cl)n(N)c1=O,-9,-1,96,?,-5,13,0.2,-4,8,3,-6
O=C(O)CCN=C1CCCc2ccccc2N1,-1,-2,95,99,-1,14,-0.1,0,8,-1,0
CCN1CCN(CCCN(Cc2ccco2)C(=S)Nc2ccc(Cl)c(C)c2)CC1,5,0,96,?,0,13,1.2,0,12,3,0

# Part of the list above, limited to RGS4-Gao reg and GSH bead fluor:
canonical_smiles	RGS4-Gao reg	GSH bead fluor
COc1cc(NC(=O)c2ccco2)ccc1NC(=O)c1ccccc1Cl	103	23
C=CCNc1oc(/C=C/c2ccccc2)nc1C#N	96	27
O=C(/N=C1/c2ccccc2CN1c1ccccc1)Nc1ccccc1	100	17
COc1ccc(C(=O)Cn2nc(CNc3ccc(Br)cc3)[n+]3c2CCCCC3)cc1	104	24
O=C(NCc1ccco1)C1CCC(N2C(=O)C3C4CCC(C4)C3C2=O)CC1 (stereo not given)	99	10

# Source: PubChem (NMMLSC)
